High-throughput results as filed in PubChem.
zVAD death inh – L929 zVAD cell death inhibition. L929 zVAD necroptosis rescue, ATP luminescence, 24 h; with zVAD 60 µM. viability rescue, % at 10 µM. actives 0.38% (n = 220,000). AID 1377;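 active means activation, scaled between plate controls, above about 75%, limit read from the data; inactive means activation under that limit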;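 further: 0% = zVAD with DMSO and 100% = DMSO alone without zVAD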
PERK inhibitor – blocks human PERK kinase; Q9NZJ5; CHO PERK-DD fusion, SEAP luminescence translation reporter; inhibition, % at 5.6 µM; actives 0.17% (n = 220,000); AID 1416;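 active means inhibition above the mean inhibition of all tested compounds plus 3 SD, set separately per screening campaign, cut at about 2.9% in these data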;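 further: PERK kinase domain activated by AP20187 dimerizer at 100 nM; 0% = DMSO with dimerizer and 100% = rapamycin at 8.4 µM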
PGE2 EP2 inh – inhibitors of human EP2 prostaglandin E2 receptor; P43116; C6 glioma cells expressing human EP2, cAMP TR-FRET; cells stimulated with saturating PGE2; inhibition, % at 25 µM; actives 0.52% (n = 260,000); AID 1422;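 active means percent inhibition above 40 after rounding to a whole number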;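 further: rat C6 glioma host cells with rolipram phosphodiesterase inhibitor present; the protocol text gives 20 µM as final concentration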
Target sequence (P43116 whole entry, looked up): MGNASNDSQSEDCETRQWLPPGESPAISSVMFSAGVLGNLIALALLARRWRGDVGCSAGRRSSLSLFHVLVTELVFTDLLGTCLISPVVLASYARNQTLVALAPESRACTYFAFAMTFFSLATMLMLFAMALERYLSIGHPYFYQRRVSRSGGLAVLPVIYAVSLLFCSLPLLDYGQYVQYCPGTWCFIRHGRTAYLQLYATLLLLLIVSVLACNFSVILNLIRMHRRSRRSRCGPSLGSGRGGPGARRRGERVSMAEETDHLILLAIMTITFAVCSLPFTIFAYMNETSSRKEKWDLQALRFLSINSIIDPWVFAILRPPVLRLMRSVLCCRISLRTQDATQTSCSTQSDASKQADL
RBBP9 inh – human RBBP9 hydrolase inhibition; inhibition, % at 7.94 µM; AID 1515; O75884; actives 0.2% (n = 220,000); recombinant RBBP9, FP-Rh probe fluorescence polarization;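 active means inhibition above the campaign mean of all tested compounds plus 3 SD, cut at about 14% in these data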;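 further: plate controls were DMSO wells with RBBP9 for no effect and wells lacking RBBP9 protein for full effect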
Target sequence (O75884 whole entry, looked up): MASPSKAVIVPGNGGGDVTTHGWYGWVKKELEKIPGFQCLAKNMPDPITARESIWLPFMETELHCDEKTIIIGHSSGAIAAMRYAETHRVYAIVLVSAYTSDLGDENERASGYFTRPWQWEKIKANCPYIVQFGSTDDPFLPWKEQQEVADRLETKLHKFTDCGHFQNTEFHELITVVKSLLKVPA
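Material: RBBP9 protein. Amount: RBBP9 at 2.5 µM in dispensed solution, before mixing. Schedule: 30 min then 45 min, 25 °C. Medium: Tris buffer pH 8.0, NaCl, Pluronic. Measured by: fluorescence polarization. Measure: percent inhibition from mP, scaled between DMSO and no-protein wells. Replication: one well per compound.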
Runt-SMMHC FRET – blocks binding of human RUNX1 Runt domain to CBFb-SMMHC; Q01196+Q13951; Cerulean-Runt/Venus-CBFb-SMMHC FRET ratio 530/480, 1 h; inhibition, % at 20 µM; actives 0.74% (n = 220,000);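 active means mean inhibition across duplicate retests at 20 µM reaching about 50%, limit read from the data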;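 further: 0% = DMSO wells and 100% = wells with excess untagged CBFb-SMMHC; inhibitors lower the FRET ratio by blocking Runt binding to CBFb-SMMHC; some results filed as inactive read as strong as hits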
Hck-Nef inh – blocks Nef-activated human Hck kinase. P08631. Recombinant Hck-YEEI plus Nef, Z-Lyte FRET kinase assay. inhibition, % at 20 µM. actives 0.68% (n = 220,000). AID 463187;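 active means Hck-Nef kinase inhibition above about 50%, limit read from the data; inactive means inhibition below that limit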;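 further: 0% = DMSO with Hck plus Nef and 100% = Hck alone without Nef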
Target sequence (P08631 whole entry, looked up): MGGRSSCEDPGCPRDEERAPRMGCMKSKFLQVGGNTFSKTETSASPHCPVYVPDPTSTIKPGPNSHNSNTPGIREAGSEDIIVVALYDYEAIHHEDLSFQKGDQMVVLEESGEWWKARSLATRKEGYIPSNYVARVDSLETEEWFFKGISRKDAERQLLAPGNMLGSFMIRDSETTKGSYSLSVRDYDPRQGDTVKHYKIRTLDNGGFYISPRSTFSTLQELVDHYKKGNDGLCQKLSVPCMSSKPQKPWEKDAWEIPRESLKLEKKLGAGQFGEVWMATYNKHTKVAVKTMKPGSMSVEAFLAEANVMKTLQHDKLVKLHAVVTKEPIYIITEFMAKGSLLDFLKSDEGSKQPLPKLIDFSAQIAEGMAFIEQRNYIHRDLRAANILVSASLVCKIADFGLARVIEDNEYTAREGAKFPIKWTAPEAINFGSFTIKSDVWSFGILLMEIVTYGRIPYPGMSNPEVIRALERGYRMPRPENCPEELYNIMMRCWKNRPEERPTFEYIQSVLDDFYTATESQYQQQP
TNF necrop inh – inhibitors of TNF-alpha induced necroptosis in Jurkat FADD-/- cells; activation (protection from cell death), % at 10 µM; AID 463075; actives 0.068% (n = 220,000); Jurkat FADD-/- TNF necroptosis rescue, ATP luminescence, 24 h; 0 = TNF only, 100 = no-TNF cells;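 active means activation, meaning protection from cell death, of at least 50% relative to plate controls; inactive means activation below 50%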;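 further: necroptosis triggered by 40 ng/mL TNF-alpha added together with compound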
Runt-CBFb FRET – inhibitors of human RUNX1 Runt domain binding to CBFb; AID 1496; Q01196+Q13951; Cerulean-Runt/Venus-CBFb FRET ratio 530/480, 1 h; actives 0.46% (n = 220,000); inhibition, % at 20 µM;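 active means inhibition over about 50% at 20 µM in the single-dose screen, limit read from the data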;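 further: 0% = DMSO wells and 100% = excess unlabeled CBFb competitor control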
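System: Cerulean-labeled Runt domain protein | Quantity: 100 nM of each labeled protein | Schedule: 1 h compound exposure, room temperature | Detection: Fluorescence energy transfer, 422 nm excitation, 530/480 nm emission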
EP2 modulator – modulators of human EP2 prostaglandin E2 receptor; P43116; actives 0.83% (n = 260,000); EP2-expressing cells, cAMP HTRF FRET, PGE2 co-stimulation; AID 940; induction, % at 25 µM;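 active means compounds whose cAMP rise, as percent of the full-agonist control response, exceeds 60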;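 further: rat C6 glioma line stably carrying human EP2 under a CMV promoter; the protocol text gives 20 µM as final concentration; 100% = response of wells given 1 µM PGE2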
Active calls of the source: *; . = not tested or not shown; & = joins results of further samples.

SMILES	zVAD death inh	PERK inhibitor	PGE2 EP2 inh	RBBP9 inh	Runt-SMMHC FRET	Hck-Nef inh	TNF necrop inh	Runt-CBFb FRET	EP2 modulator
O=C(Nc1nccs1)C12CC3CC(C1)CC(C(=O)Nc1nccs1)(C3)C2	4.1	-1.3	10	-6	-7	2	-3.8	-4	-26
COc1cc(-c2[nH]ncc2CN(C)Cc2cc(C)[nH]n2)cc(OC)c1OC	3.1	0.2	12	-3	-4	21	0.8	1	5
Cc1ccccc1NC(=S)NNc1ncc(C(F)(F)F)cc1Cl	0.0	0.7	35	-3	4	5	-2.3	6	9
CC(=Nc1ccccc1O)c1sc2ccccc2c1O	14	0.3	7	1	-94	21	-4.8	-34	10
CCN(CC(=O)Nc1ccccc1OC)C(=O)COc1ccc2ccccc2c1	-0.6	-1.2	5	-1	-6	-2	1.2	-5	-35
CCOC(=O)N1CCC(NC(=O)C2CCCN(Cc3nc(-c4cccc(Cl)c4)oc3C)C2)CC1 (stereo not given)	-0.2	-0.4	11	-6	1	1	-8.9	-7	-29
CCN1C(=O)C(C)S/C1=N\S(=O)(=O)c1ccc(Cl)s1 (stereo not given)	-0.2	0.6	10	-5	1	2	-5.7	-2	-2
O=S(=O)(NCC1CCCO1)c1ccc(-c2ccc(Cl)cc2)cc1 (stereo not given)	1.7	-0.7	12	0	2	7	-1.2	1	-37
O=C(CN1CCN(c2ccccc2)CC1)Nc1ccc2c(c1)CCC2	0.6	0.9	6	0	0	1	-0.3	-6	-87
Cc1nn(C)c(Oc2cccc(Cl)c2)c1C#N	1.0	-1.0	4	-6	-2	-1	-1.8	-1	30
CCOC(=O)c1ccc(NC(=O)CC2C(=O)N(c3ccccc3)C(=O)N2CCCOC)cc1 (stereo not given)	0.7	-2.1	6	-3	3	-2	1.8	1	3
Cc1c(C(=O)c2cccc(F)c2)c2ccccn2c1CCC#N	0.3	1.4	1	2	-8	6	-1.0	-2	12
Cc1sc2ncnc(Nc3ccc(N4CCOCC4)cc3)c2c1-c1ccccc1	0.9	-0.6	4	-3	-1	2	6.2	4	9
CCN(CC)c1ccc(NC(=O)COc2ccc(N(C)S(=O)(=O)c3cccs3)cc2)cc1	30	-0.3	14	-3	3	6	2.6	2	-26
CCC(C)(C)NC(=O)C(c1cccn1C)N(C(=O)Cn1nnc2ccccc21)c1ccc(OC)cc1OC (stereo not given)	-0.1	-1.0	9	-10	-9	5	-1.7	-9	47
CC(c1ccccc1F)n1cc(C(=O)NCCCn2ccnc2)nn1 (stereo not given)	-0.1	-0.1	6	7	-11	5	-0.6	-1	27
O=C(NNC(=O)c1ccc([N+](=O)[O-])cc1)NC1CCCCC1	6.2	1.7	8	-11	2	6	-0.7	1	8
O=C(CC1(O)C(=O)Nc2ccccc21)c1cccnc1 (stereo not given)	1.7	0.8	20	-5	1	14	-0.7	1	-5
COCCCn1c(=S)[nH]c2ncccc2c1=O	-0.1	0.4	12	-6	-3	3	-0.9	-1	12
COc1ccc(/C=C2\CCc3ccccc3C2=O)cc1CN1CCOCC1	0.5	-0.9	5	-10	-2	23	-0.2	0	-7
CCNC(=S)N/N=C/c1cccc(C)c1	1.2	0.0	6	5	4	4	4.0	1	20
CCN1C(=O)/C(=C\N2CCN(C(=O)c3ccco3)CC2)SC1=S	0.3	0.3	4	-8	2	2	0.8	-1	-4
Brc1ccc(CSc2nnc(-c3ccco3)o2)cc1	-0.7	0.0	5	-4	-2	0	25	-3	13
CCn1nc(C)c(CNCc2cn[nH]c2-c2cc3ccccc3o2)c1C	0.4	-2.1	6	-3	2	18	0.5	-1	-3
COC(=O)c1ccccc1NC(=O)NCC1CCCO1 (stereo not given)	0.3	0.7	12	0	-1	6	-0.4	3	-12

Three structures already listed, sorted by length of the SMILES, smallest number first.
SMILES	zVAD death inh	PERK inhibitor	PGE2 EP2 inh	RBBP9 inh	Runt-SMMHC FRET	Hck-Nef inh	TNF necrop inh	Runt-CBFb FRET	EP2 modulator
O=S(=O)(NCC1CCCO1)c1ccc(-c2ccc(Cl)cc2)cc1 (stereo not given)	1.7	-0.7	12	0	2	7	-1.2	1	-37
CCn1nc(C)c(CNCc2cn[nH]c2-c2cc3ccccc3o2)c1C	0.4	-2.1	6	-3	2	18	0.5	-1	-3
COc1cc(-c2[nH]ncc2CN(C)Cc2cc(C)[nH]n2)cc(OC)c1OC	3.1	0.2	12	-3	-4	21	0.8	1	5

(cont.)
SMILES	zVAD death inh	PERK inhibitor	PGE2 EP2 inh	RBBP9 inh	Runt-SMMHC FRET	Hck-Nef inh	TNF necrop inh	Runt-CBFb FRET	EP2 modulator
CCn1ccc(=N)cc1	0.5	0.6	9	-9	3	-1	-3.1	1	18
Cn1c(SCc2n[nH]c(=S)o2)nnc1-c1ccccc1	0.6	0.7	2	-8	1	3	1.6	-6	36
COc1ccc(OCCCC(=O)Nc2ccc(N3CCOCC3)cc2)cc1	0.7	0.8	9	-5	0	23	0.5	0	-20
O=C(C1=C(O)C(=O)N(CCCN2CCOCC2)C1c1ccccn1)c1cc2ccccc2o1 (stereo not given)	1.8	2.0	22	5	20	3	0.7	2	50
O=C(COc1cccc2cccnc12)N/N=C1\SCC(=O)N1CCc1ccccc1	18	-0.3	9	-2	-2	14	1.0	-1	-80
CCC(C)(C(=O)NC1CCCCC1)N(Cc1ccco1)C(=O)c1ccccn1 (stereo not given)	-0.1	-1.8	10	-4	-1	0	-0.1	1	2
CC(=O)Nc1ccc(S(=O)(=O)NCCSCc2c(Cl)cccc2Cl)cc1	0.5	-0.3	5	-14	-5	5	-13	1	-33
COc1cccc2c1OC1(C)CC2NC(=O)N1c1cccc(C(=O)N2CCN(c3ccccn3)CC2)c1 (stereo not given)	-0.9	-1.0	12	2	5	1	0.2	0	1
O=C(N/N=C/c1cccc(C(F)(F)F)c1)c1cc2c(s1)-c1ccccc1CC2	1.1	-0.4	11	-2	8	13	-3.7	-3	31
COCCNc1nc2ccccc2nc1NS(=O)(=O)c1ccc(C)cc1C	0.4	-0.5	34	-8	0	1	-0.5	-2	10
Cc1cccc(C)c1OCCOC(=O)c1n[nH]c2ccccc12	2.0	0.1	8	-12	0	23	1.4	-1	16
CCOC(=O)CN(C#N)c1nc(N(C)C)nc(N(C)C)n1	0.7	-0.1	8	1	1	12	-1.9	-1	25
Cc1ccccc1Nc1nnc(SCC(=O)c2cc3ccccc3o2)s1	0.6	0.8	11	0	22	6	-0.1	32	-66
O=C(c1ccc(COc2ccc(F)cc2)o1)n1cc(Br)cn1	.	0.8	11	7	2	-5	1.2	5	23
COc1ccc2nc(NC(=O)C3COc4ccccc4O3)sc2c1 (stereo not given)	1.8	0.2	9	-11	-9	0	4.9	1	-28
c1csc(C(c2nnnn2C2CCCCC2)N2CCCC3(CCCCC3)C2)c1 (stereo not given)	-1.1	0.9	.	-10	4	12	-0.7	-1	24
COC(=O)C1=C(C(=O)OC)[C@@H]2N(Cc3ccccc3)c3ccccc3[C@@]23C[C@@H](C(=O)OC)N(C(C)=O)C3=N1	0.4	.	6	.	0	19	0.5	0	26
COC(=O)c1cc(O)cc(OC)c1Oc1cc(C)cc(O)c1C(=O)O	-0.7	.	10	.	10	49	-9.7	12	7
CCCNC(=O)c1noc2c1CCc1ccccc1-2	0.5	1.0	14	-1	5	-1	0.1	.	-14
O=C(c1ccc(F)cc1)C1CCN(C(=O)NCc2ccccc2)CC1	-0.1	-0.8	2	-5	1	9	-0.1	-2	21
O=C(Nc1cc([N+](=O)[O-])ccc1N1CCCC1)c1ccccc1	0.8	1.6	11	1	-11	-3	0.0	-3	-9
O=C(COc1ccc(Cl)cc1Cl)NCCCCc1ccccc1	-0.2	0.7	11	-5	-9	0	-2.9	-4	7
N/C(=N\OC(=O)CCC1CCCC1)c1ccccn1	0.0	1.4	18	0	5	3	-0.1	1	20
CC(=O)Oc1ccc(-c2ccc(C(=O)Nc3cccc(S(=O)(=O)N4CCOCC4)c3)cc2)cc1	70	0.1	1	-24	-1	-2	-4.5	-4	-43
CCn1nnnc1SCC(=O)N(C1CCCCC1)C1CCCCC1	-0.5	-0.6	11	-4	-5	1	-1.3	-6	28

Only zVAD death inh (three entries from above):
molecule | zVAD death inh
CC(=O)Oc1ccc(-c2ccc(C(=O)Nc3cccc(S(=O)(=O)N4CCOCC4)c3)cc2)cc1 | 70
O=C(COc1cccc2cccnc12)N/N=C1\SCC(=O)N1CCc1ccccc1 | 18
Cn1c(SCc2n[nH]c(=S)o2)nnc1-c1ccccc1 | 0.6

Returning to the listing, starting three compounds before the break.
SMILES	zVAD death inh	PERK inhibitor	PGE2 EP2 inh	RBBP9 inh	Runt-SMMHC FRET	Hck-Nef inh	TNF necrop inh	Runt-CBFb FRET	EP2 modulator
N/C(=N\OC(=O)CCC1CCCC1)c1ccccn1	0.0	1.4	18	0	5	3	-0.1	1	20
CC(=O)Oc1ccc(-c2ccc(C(=O)Nc3cccc(S(=O)(=O)N4CCOCC4)c3)cc2)cc1	70	0.1	1	-24	-1	-2	-4.5	-4	-43
CCn1nnnc1SCC(=O)N(C1CCCCC1)C1CCCCC1	-0.5	-0.6	11	-4	-5	1	-1.3	-6	28
COc1ccc(CNC(=O)C2CCN(S(=O)(=O)c3ccc(-c4nn[nH]n4)cc3)CC2)cc1	-0.3	0.6	0	0	1	2	1.6	0	13
O=C(NC1CCS(=O)(=O)C1)/C(=C/c1ccc(Cl)cc1)NC(=O)c1ccccc1 (stereo not given)	0.4	0.8	9	-9	3	0	-0.2	0	22
CCOC(=O)c1c(NC(=O)CS(=O)(=O)c2cn(CC)c3ccccc23)sc2c1CCCC2	2.6	-1.0	11	-9	2	-4	-1.8	-1	21
Cn1c(CN2CCCCC2)nc2cc(NC(=O)c3cccs3)ccc21	0.2	-0.1	15	4	0	1	1.3	1	-5
Cc1ccc2nc(C3CCN(C(=O)c4ccco4)CC3)[nH]c2c1	0.2	1.4	7	-2	1	-4	-2.4	1	12
Cc1cc(/C=C2\SC(=O)NC2=O)c(C)n1-c1ccc(N2CCOCC2)cc1	0.3	0.3	9	1	-14	15	-0.4	3	2
CCOC(=O)CNC(=O)CSc1nnc(Cn2c(=O)sc3ccccc32)n1-c1ccccc1C	-0.5	0.2	6	-1	0	-1	-4.5	-4	-10
CC(C)OC(=O)C(C)(C)Oc1ccc(C(=O)c2ccc(Cl)cc2)cc1	57	0.4	8&13&15	-3	-4	-1	-0.2	-2	28&18&11

Some of the compounds tested. The share of hits here may be higher or lower than overall.
